# Source: PubChem BioAssay (The Scripps Research Institute Molecular Screening Center)
# OX1R antag-1: blocks the human orexin 1 receptor; CHO/OX1R cells, Fluo-8 calcium fluorescence, orexin A; inhibition, % at 5 µM; 330,000 compounds, 0.43% hits; AID 434989;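 active = inhibition above its plate's threshold, mean inhibition of all tested compounds on the plate plus 3 SD, cut at about 37% in these data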;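 also: 0% = orexin A challenge wells and 100% = SB-334867-A antagonist wells; not every result past the cut was called active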
# Target sequence (O43613 whole entry, looked up): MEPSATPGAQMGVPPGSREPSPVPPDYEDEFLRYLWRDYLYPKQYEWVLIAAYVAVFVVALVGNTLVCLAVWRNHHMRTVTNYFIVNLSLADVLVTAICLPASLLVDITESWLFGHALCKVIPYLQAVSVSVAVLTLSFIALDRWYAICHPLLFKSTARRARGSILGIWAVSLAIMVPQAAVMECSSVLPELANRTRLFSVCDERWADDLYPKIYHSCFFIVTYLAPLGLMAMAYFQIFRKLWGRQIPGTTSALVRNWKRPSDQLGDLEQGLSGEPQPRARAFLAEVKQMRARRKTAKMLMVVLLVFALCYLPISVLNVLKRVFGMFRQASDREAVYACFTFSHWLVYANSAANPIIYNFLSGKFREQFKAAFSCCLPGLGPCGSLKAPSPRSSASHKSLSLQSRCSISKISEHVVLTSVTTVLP
# OX1R antag-2: blocks the human orexin 1 receptor; O43613; OX1R-expressing cells, FRET antagonist read-out; inhibition, % at 6.6 µM; 330,000 compounds, 1.8% hits; AID 485270; in the data active = inhibition mostly above about 38%, no sharp cut-off; inactive = mostly below about 40%;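 also: 0% = agonist challenge alone and 100% = reference antagonist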
# An asterisk follows results filed as active; & = joins results of further samples. The list is partial; the hit share may differ from the screen's.
> CC(C)Cc1ccc(C(C)C(=O)O)cc1 (stereo not drawn)
  OX1R antag-1 = -9.6; OX1R antag-2 = 6.3

> CN1CCC(=C2c3ccccc3CCc3sccc32)CC1
  OX1R antag-1 = -4.5&-19.9; OX1R antag-2 = 4.6&15.0

> COc1ccc(CN(CCN(C)C)c2ccccn2)cc1
  OX1R antag-1 = -3.0&-21.5; OX1R antag-2 = 17.1&9.7

> NS(=O)(=O)c1cc2c(cc1C(F)(F)F)NC(Cc1ccccc1)NS2(=O)=O (stereo not drawn)
  OX1R antag-1 = -5.9; OX1R antag-2 = 6.0

> CCC[C@H](N[C@@H](C)C(=O)N1[C@H](C(=O)O)C[C@@H]2CCCC[C@@H]21)C(=O)OCC
  OX1R antag-1 = -8.9; OX1R antag-2 = 21.3

> Cc1nnc(NS(=O)(=O)c2ccc(N)cc2)s1
  OX1R antag-1 = -1.7; OX1R antag-2 = 13.2

> Cc1onc(-c2ccccc2Cl)c1C(=O)N[C@@H]1C(=O)N2[C@@H]1SC(C)(C)[C@@H]2C(=O)O
  OX1R antag-1 = -17.7&-8.8; OX1R antag-2 = 12.6&19.3

> CC(C)Cc1ccc([C@H](C)C(=O)O)cc1
  OX1R antag-1 = 3.6; OX1R antag-2 = 17.1

> CC(C)=CC(=O)O[C@@H]1Cc2cc3ccc(=O)oc3cc2OC1(C)C
  OX1R antag-1 = 14.7; OX1R antag-2 = 5.3

> Cc1cc(C)nc(/N=C(\N)Nc2ccc(S(N)(=O)=O)cc2)n1
  OX1R antag-1 = 4.5; OX1R antag-2 = 2.4

> COc1cc2nc(N3CCN(C(=O)C4COc5ccccc5O4)CC3)nc(N)c2cc1OC (stereo not drawn)
  OX1R antag-1 = -15.6; OX1R antag-2 = 15.3

> CC(C)(CO)[C@@H](O)C(=O)NCCC(=O)O
  OX1R antag-1 = -8.1; OX1R antag-2 = 8.1

> CC(Oc1c(Cl)cccc1Cl)C1=NCCN1 (stereo not drawn)
  OX1R antag-1 = -2.9; OX1R antag-2 = 9.8

> COc1nc(C)nc(Cl)c1NC1=NCCN1
  OX1R antag-1 = -4.2&6.5; OX1R antag-2 = 8.5&10.0

> CN(C)CCCN1c2ccccc2Sc2ccccc21
  OX1R antag-1 = -16.2; OX1R antag-2 = 10.9

> CCCn1ncc(CN2CCCC(C(=O)c3cccc(OC(C)C)c3)C2)c1C (stereo not drawn)
  OX1R antag-1 = -38.8; OX1R antag-2 = 16.9

> CC1(C)O[C@H]2CC(=O)OCC23[C@H]2CC[C@@]4(C)[C@H](c5ccoc5)OC(=O)[C@H]5O[C@]54[C@]2(C)C(=O)C[C@@H]13 (stereo partly drawn)
  OX1R antag-1 = -12.5; OX1R antag-2 = 12.8

> Nc1cc(-c2ccncc2)c[nH]c1=O
  OX1R antag-1 = -1.0; OX1R antag-2 = 37.6

> CC(C)Cn1cnc2c1c(=O)n(C)c(=O)n2C
  OX1R antag-1 = -15.3; OX1R antag-2 = 3.4

> C=C1c2cccc(O)c2C(=O)C2C(=O)[C@]3(O)C(=O)C(C(N)=O)C(=O)[C@@H](N(C)C)[C@@H]3[C@@H](O)[C@H]12 (stereo partly drawn)
  OX1R antag-1 = -5.6; OX1R antag-2 = 6.5

> O=C(O)[C@@H]1[C@H]2C[C@H]3c4[nH]c5ccccc5c4CCN3C[C@@H]2CC[C@@H]1O
  OX1R antag-1 = 1.3; OX1R antag-2 = 6.7

> CC(=O)O[C@]1(C(C)=O)CC[C@H]2[C@@H]3C=C(Cl)C4=CC(=O)[C@@H]5C[C@@H]5[C@]4(C)[C@H]3CC[C@@]21C
  OX1R antag-1 = -21.5&-16.3; OX1R antag-2 = 7.2&12.8

> O=C1NCC2(CCN(CCc3ccccc3)CC2)O1
  OX1R antag-1 = -17.4; OX1R antag-2 = 9.2

> CC1(C)OC2CC3C4CC(F)C5=CC(=O)C=CC5(C)C4(F)C(O)CC3(C)C2(C(=O)CO)O1 (stereo not drawn)
  OX1R antag-1 = -7.2; OX1R antag-2 = -9.2

> N=C(N=C(N)N)N1CCOCC1
  OX1R antag-1 = 0.7; OX1R antag-2 = 13.0

> CCCOc1ccccc1-c1nc2n[nH]nc2c(=O)[nH]1
  OX1R antag-1 = -0.5; OX1R antag-2 = 21.3

> CN(C)C/C=C(/c1ccc(Br)cc1)c1cccnc1
  OX1R antag-1 = -17.2; OX1R antag-2 = 19.0

> NC(=O)NC(CCC(=O)O)C(=O)O (stereo not drawn)
  OX1R antag-1 = 14.3; OX1R antag-2 = 3.8

> O=c1cc[nH]c(=O)[nH]1
  OX1R antag-1 = -0.3; OX1R antag-2 = 13.7

> CC(=O)[C@H]1CC[C@H]2[C@@H]3C[C@H](C)C4=CC(=O)CC[C@]4(C)[C@H]3[C@@H](O)C[C@]12C
  OX1R antag-1 = -15.5; OX1R antag-2 = 20.1

> CC1=NN(c2ccccc2)C(=O)C1
  OX1R antag-1 = -0.9; OX1R antag-2 = 10.6

> C[C@H](CCC(=O)O)[C@H]1CC[C@H]2[C@@H]3[C@@H](O)C[C@@H]4C[C@H](O)CC[C@]4(C)[C@H]3CC[C@]12C
  OX1R antag-1 = 14.1; OX1R antag-2 = 17.1

> O=C(O)COC(=O)Cc1ccccc1Nc1c(Cl)cccc1Cl
  OX1R antag-1 = 7.4; OX1R antag-2 = 16.9

> C[C@H]1c2cccc(O)c2C(=O)C2C(=O)C3(O)C(=O)C(C(N)=O)C(=O)[C@@H](N(C)C)[C@@H]3[C@@H](O)[C@@H]21 (stereo partly drawn)
  OX1R antag-1 = -6.5; OX1R antag-2 = 2.8

> O=C1N(c2ccccc2)c2ccccc2C1(Cc1ccncc1)Cc1ccncc1
  OX1R antag-1 = -7.8; OX1R antag-2 = 14.3

> CCOc1ccc(S(=O)(=O)N2CCCCCC2)c2ccccc12
  OX1R antag-1 = 18.8; OX1R antag-2 = 17.4

> Cc1nc2c3ccccc3nc(NNC(=O)CCC(=O)N3CCN(c4ccccc4)CC3)n2n1
  OX1R antag-1 = -21.9; OX1R antag-2 = 10.4

> Nc1ccc(C(=O)Nc2ccccc2N)cc1
  OX1R antag-1 = 4.6; OX1R antag-2 = 6.2

> COc1ccccc1OCC(O)COC(N)=O (stereo not drawn)
  OX1R antag-1 = 7.7; OX1R antag-2 = 13.2

> C[C@]12CC[C@H]3[C@@H](CCC4=CC(=O)CC[C@@]43C)[C@@H]1CC[C@@H]2C(=O)CO
  OX1R antag-1 = -27.9; OX1R antag-2 = 14.3

> COc1c(O)cc2c(c1O)C1OC(CO)C(O)C(O)C1OC2=O (stereo not drawn)
  OX1R antag-1 = 5.9; OX1R antag-2 = 7.5

> CCCCCCCCO
  OX1R antag-1 = -13.9; OX1R antag-2 = 7.7

> CC(=O)N1C[C@H](O)C[C@H]1C(=O)O
  OX1R antag-1 = -9.0; OX1R antag-2 = 3.6

> Cc1coc2c1C(=O)C(=O)c1c-2ccc2c1CCCC2(C)C
  OX1R antag-1 = -18.3; OX1R antag-2 = 4.8

> c1ccc2c(CC3=NCCN3)cccc2c1
  OX1R antag-1 = -9.7; OX1R antag-2 = 9.3
